# NPY Y1 blocker: antagonists of human neuropeptide Y receptor Y1. HEK293-CNG Y1 cells, membrane potential fluorescence; NPY at EC95, then isoproterenol. inhibition, % at 3.6 µM. actives 1% (n = 200,000). AID 1040;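 active means inhibition above the campaign mean inhibition of all tested compounds plus 3 SD, cut at about 20% in these data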;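 further: 0% = DMSO wells given NPY plus isoproterenol and 100% = isoproterenol alone without NPY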
#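 Assay system: HEK293 cells with Y1 receptor plus CNG channel | Probe or stimulus: NPY (25 nM), isoproterenol (1 µM), Ro 20-1724 (25 µM) | Timing: Compound incubation 1 h at room temperature, readout 45 min post-stimulation | Measured by: Membrane-potential fluorescent dye readout | Benchmarks: High control isoproterenol alone, low control NPY with isoproterenol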
# NPY1 pot ag: human NPY-Y1 potentiation or agonism, primary screen | P25929 | NPY-Y1 expressing cells, potentiator/agonist activation | activation, % at 3.6 µM | actives 0.37% (n = 220,000) | AID 1304; in the data active means activation above about 33%, passing the limit was not always enough;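 further: cells stimulated with NPY at EC10 then isoproterenol at EC100; 0% = low agonist plus stimulus and 100% = saturating agonist plus stimulus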
# S1P4 antag: blocks the human S1P4 receptor. O95977. S1P4-expressing cells, antagonist mode, reporter read-out. inhibition, % at 4.98 µM. actives 0.26% (n = 220,000). AID 1510; in the data active means inhibition above about 29%;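 further: 0% = wells stimulated with agonist and 100% = vehicle wells without agonist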
# PGE2 EP2 inh: blocks the human prostaglandin E2 receptor EP2. P43116. C6 glioma cells expressing human EP2, cAMP TR-FRET; cells stimulated with saturating PGE2. inhibition, % at 25 µM. actives 0.52% (n = 260,000);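 active means percent inhibition above 40 after rounding to a whole number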;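 further: rat C6 glioma host cells with rolipram phosphodiesterase inhibitor present; the protocol text gives 20 µM as final concentration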
# Target sequence (P43116 whole entry, looked up): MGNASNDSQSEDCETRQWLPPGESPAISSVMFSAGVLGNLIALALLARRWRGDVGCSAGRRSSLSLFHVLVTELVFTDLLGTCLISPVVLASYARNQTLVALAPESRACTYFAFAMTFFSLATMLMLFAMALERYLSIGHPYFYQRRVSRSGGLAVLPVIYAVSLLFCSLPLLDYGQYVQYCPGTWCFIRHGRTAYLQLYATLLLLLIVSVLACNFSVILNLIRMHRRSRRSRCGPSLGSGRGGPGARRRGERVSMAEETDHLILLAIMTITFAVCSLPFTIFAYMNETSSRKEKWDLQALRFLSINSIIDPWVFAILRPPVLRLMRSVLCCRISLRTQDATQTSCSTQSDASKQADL
# EP2 modulator: EP2 receptor (human) modulation. actives 0.83% (n = 260,000). EP2-expressing cells, cAMP HTRF FRET, PGE2 co-stimulation. induction, % at 25 µM. P43116;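 active means compounds whose cAMP rise, as percent of the full-agonist control response, exceeds 60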;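 further: rat C6 glioma line stably carrying human EP2 under a CMV promoter; the protocol text gives 20 µM as final concentration; 100% = response of wells given 1 µM PGE2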
# NPY2 pot ag: potentiators or agonists of human neuropeptide Y receptor Y2 | actives 0.45% (n = 220,000) | cells expressing NPY-Y2, potentiator/agonist read-out | P49146 | activation, % at 3.6 µM | AID 1359; in the data active means activation above about 27%;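 further: cells stimulated with NPY near EC25 plus isoproterenol at EC100; 0% = vehicle plus submaximal agonist and 100% = vehicle plus saturating agonist; some results beyond the cut were filed as inactive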
# Target sequence (P49146 whole entry, looked up): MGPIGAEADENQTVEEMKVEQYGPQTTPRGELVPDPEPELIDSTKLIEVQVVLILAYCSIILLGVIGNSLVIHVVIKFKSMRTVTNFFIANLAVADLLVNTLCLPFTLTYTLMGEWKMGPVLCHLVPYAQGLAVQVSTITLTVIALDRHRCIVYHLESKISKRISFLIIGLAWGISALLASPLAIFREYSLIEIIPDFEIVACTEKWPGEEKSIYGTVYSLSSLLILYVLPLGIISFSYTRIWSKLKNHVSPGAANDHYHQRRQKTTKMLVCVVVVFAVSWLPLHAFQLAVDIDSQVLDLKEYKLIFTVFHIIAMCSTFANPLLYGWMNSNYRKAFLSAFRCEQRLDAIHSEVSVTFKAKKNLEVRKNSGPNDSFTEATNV
# p97 ATPase inh: human p97 ATPase inhibition | P55072 | recombinant p97 ATPase, Kinase-Glo ATP luminescence, 3 h | inhibition, % at 8 µM | actives 0.42% (n = 220,000) | AID 1481; in the data active means inhibition above about 15%;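 further: 0% = DMSO vehicle and 100% = wells lacking enzyme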
# S1P4 ag: agonists of human S1P4 receptor; O95977; S1P4-expressing cell line, agonist reporter assay; activation, % at 4.98 µM; actives 0.35% (n = 220,000); in the data active means activation above about 11%;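 further: 0% = DMSO vehicle and 100% = reference agonist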
# eIF4E-4G inh: eIF4E/eIF4G interaction inhibition in translation initiation; P63073+Q04637; TR-FRET eIF4E-eIF4GI(517-606) binding, 2 h; inhibition, % at 21.7 µM; actives 0.37% (n = 220,000); AID 782;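 active means inhibition above about 30%, limit read from the data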;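 further: 0% = full FRET control wells and 100% = background wells lacking eIF4GI fragment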
# Active calls of the source: *; nt = no result given; & = joins results of further samples; [ ] = dose if it differs, or a comment. A portion of the library (hit frequency here may not be typical).
SMILES,NPY Y1 blocker,NPY1 pot ag,S1P4 antag,PGE2 EP2 inh,EP2 modulator,NPY2 pot ag,p97 ATPase inh,S1P4 ag,eIF4E-4G inh
Cc1cc(C)nc(N2CCCC(C(=O)NCc3ccc4c(c3)OCO4)C2)n1 (configuration not stated),7.6,-5.5,7.4,0.0&6.7,-22.4&8.1,72.4*,0.9,0.6,2.8
CC(=O)N(c1ccccc1C)S(=O)(=O)c1ccc(Cl)cc1,3.0,-7.5,-15.8,2.3,43.5,-16.5,1.4,2.4,2.0
CCOC(=O)c1c(C)nc2sc(C(=O)Nc3ccc(OC)cc3)c(N)c2c1-c1ccc(OC)cc1,3.4,-29.3,-1.5,16.1,28.8,-14.0,1.7,1.2,14.2
COC(=O)C1=C(C(=O)OC)C2C(C)=CC(C)=CN2C(C(=O)OC)=C1C(=O)OC (configuration not stated),4.8,8.1,-15.5,5.1,23.1,5.7,0.8,1.4,7.3
Cc1c(C(=O)Nc2cccc(Cl)c2)cn2c(nc3ccccc32)c1C#N,-2.5,0.7,-21.2,10.1,-31.6,-5.3,2.7,2.5,1.2
CCS(=O)(=O)N1CCN(c2cnn(-c3ccccc3)c(=O)c2Cl)CC1,-1.9,-0.5,3.6,7.8,2.6,3.9,2.8,1.9,-1.3
CNc1nc(NCCOC23CC4CC(CC(C4)C2)C3)nc(OCC(F)(F)F)n1,-2.2,6.7,-8.7,-2.6,11.9,-2.7,5.8,0.7,-0.1
CC1(C)OC2OC(COC(=O)c3ccccc3)C3OC(C)(C)OC3C2O1 (configuration not stated),2.2,-38.1,-14.6,8.8,43.1,6.5,3.7,2.7,-5.2
Cc1nc2ccccc2c2oc(C(=O)NCCN3CCN(C)CC3)cc12,-5.2,-9.1,-5.5,3.7,-9.5,-12.7,-2.2,0.2,6.0
CC(NC(=O)/C(C#N)=C/c1cn(-c2ccccc2)nc1-c1ccc(F)cc1)c1ccccc1 (configuration not stated),3.7,11.8,-25.6,6.3,25.0,-4.0,2.1,0.9,-1.7
FC(F)Oc1ccccc1NC(=S)Nc1cccnc1,3.1,-7.2,9.9,6.2,-9.6,-14.5,0.6,-0.6,-4.3
C=CCC(=O)OCC(=O)Nc1ccc(Cl)cn1,1.1,-14.8,1.5,17.4,-1.4,23.4,2.7,-2.2,-5.6
COc1ccc(-c2cc(C(F)(F)F)n3nc(N)nc3n2)cc1,-3.6,5.1,-4.2,6.2,-1.2,-0.1,-0.7,0.9,-12.9
Cc1nn(Cc2ccccc2)c(C)c1NC(=O)CCCn1nc(C)c([N+](=O)[O-])c1C,3.8,8.4,-18.1,4.6,10.3,-1.8,4.0,1.6,2.9
N#CC1=C(N)SC(N)=C(C#N)C1CCc1ccccc1,-3.6,25.9,3.3,11.2,-5.5,8.9,1.0,2.0,2.7
CCOc1ccc(C(C(=O)NC2CCCCC2)N(C(=O)c2ccco2)c2ccc(-n3cnnn3)c(C)c2)cc1 (configuration not stated),0.5,6.2,-22.9,13.8,31.6,-1.1,-5.0,1.9,6.6
CC1Oc2ccccc2N(Cc2ccccc2F)C1=O (configuration not stated),9.0,-19.7,-9.3,6.3,57.5,-9.8,-4.6,0.5,3.8[fluorescence artefact?]
CCOc1cc(C(=O)OCC(=O)Nc2cccc(C)c2)ccc1OCC(=O)N1CCOCC1,0.6,-12.7,-3.7,7.3,23.9,6.1,-1.8,2.0,0.6
Cc1ccc(Sc2nc(C)c([N+](=O)[O-])c(C)c2C#N)cc1,nt,-12.2,-0.8,2.8,53.5,-7.7,3.1,0.5,4.2
O=C(Cn1cnc2cc([N+](=O)[O-])ccc2c1=O)Nc1ccc(N2CCOCC2)cc1,nt,-5.5,-7.6,1.9,9.1,16.5,4.7,0.3,-0.7
Cc1ccc(-c2n[nH]c(=S)n2/N=C/c2cc3c(cc2[N+](=O)[O-])OCO3)cc1,9.6,-2.5,-19.4,2.8,-40.1,-10.2,-1.3,0.7,-6.7[fluorescence artefact?]
Cc1ccccc1Nc1c(-c2ccccn2)nc2c(C)cccn12,14.2,7.2,-14.2,9.0,57.3,10.4,-2.6,2.1,1.9
O=S(=O)(c1ccc(Cl)nc1)N1CCN(c2ncccn2)CC1,nt,9.8,3.4,11.8,3.5,-0.6,10.9,-2.5,5.7
O=C(NC(=S)NCc1ccc2c(c1)OCO2)c1ccccc1,9.5,-13.0,-4.2,12.2,-68.4,-18.2,0.9,1.1,-1.0
CC(=O)c1c(-c2ccc(Cl)cc2Cl)noc1C,nt,-9.8,-4.3,8.3,9.0,-14.8,-2.7,0.3,1.9
# New compounds follow.
SMILES,NPY Y1 blocker,NPY1 pot ag,S1P4 antag,PGE2 EP2 inh,EP2 modulator,NPY2 pot ag,p97 ATPase inh,S1P4 ag,eIF4E-4G inh
CCOC(=O)c1nn(-c2ccccc2C)c2nc(Nc3ccccc3)cc(=O)n12,4.3,-3.1,-3.5,9.8,-2.9,0.2,-4.8,0.5,1.0
CCCCOc1ccc(NC(=O)C(=O)NCCC2=CCCCC2)cc1,3.9,-13.8,-1.0,10.1,-9.2,-3.4,2.9,1.4,-0.3
Cc1cccn2c(=O)c(/C=C(\C#N)S(=O)(=O)c3ccccc3)c(N3CCC(C(N)=O)CC3)nc12,-1.3,-20.5,-8.8,6.2,10.9,4.0,-2.2,0.3,6.9
Cc1ccc(NC(=O)c2cccc(OC(F)F)c2)c(OC(F)F)c1,7.2,-12.3,-16.2,4.6,5.9,-3.5,-10.6,0.4,-24.0[fluorescence artefact?]
Cc1ccc(-c2csc(NC(=O)c3cccc(S(=O)(=O)N4CCN(C)CC4)c3)n2)cc1,1.9,-14.9,-27.1,15.5,-20.0,5.1,-3.8,-0.1,1.2
O=C(NC1=NCCS1)c1nc(-c2ccccc2)n(-c2ccccc2)n1,-0.3,-1.6,-3.2,7.5,3.0,5.2,0.1,-0.3,-1.5
Cc1csc(NC(=O)CSc2nnc(NC(=O)COc3ccc(Cl)cc3)s2)n1,3.6,2.7,-8.4,7.8,-63.4,6.8,6.0,1.3,-1.2
COc1cc(C(=S)N2CCCCC2)ccc1OCC(=O)Nc1ccccc1Cl,0.6,-6.9,-2.6,2.7,-27.3,-8.7,3.3,0.5,0.1
O=C(CCSCCC(=O)Nc1ccccc1F)Nc1ccccc1F,3.6,8.6,-20.8,0.6,17.5,-2.5,-3.0,-1.0,-19.3
CC1=C(C(=O)OC(C)C)C(c2cccnc2)C2=C(CCCC2=O)N1 (configuration not stated),0.2,8.3,0.5,8.9,-12.4,3.3,-4.6,2.5,5.0
O=C(CSc1nc2c(sc3ccccc32)c(=O)n1CCCN1CCCC1)NCc1ccccc1,19.8,-41.0,11.2,9.2,-50.0,-29.9,1.3,-1.2,-2.3
O=C(O)CNc1ccc(S(=O)(=O)C(F)(F)F)cc1[N+](=O)[O-],nt,6.3,5.8,10.5,-27.3,-2.5,8.2,0.0,5.7
CCOC(=O)c1c(NC(=O)CSc2nnc(-c3cccc(C)c3)n2CC)sc(C(C)=O)c1C,-3.0,-18.5,-18.1,14.5,-11.3,-11.9,-4.5,-2.1,1.9
COc1ccc(CCNC2=CC(=O)N(c3ccc(F)cc3)C2=O)cc1,4.3,19.4,-26.4,9.1,0.7,0.2,6.0,1.2,-4.3
CCCN(C(=O)COc1ccc(Cl)cc1Cl)c1c(N)n(Cc2ccccc2)c(=O)[nH]c1=O,3.8,-7.4,2.0,4.3,1.0,11.8,1.8,1.2,-0.5
COc1ccc(Cn2c(-c3ccc(C)cc3)nc3c(c(=O)c4ccccc4n3C)c2=O)cc1,6.4,-19.0,-21.1,10.1,0.6,-4.4,1.9,-3.0,0.6
N#Cc1c(/N=C/C=C/c2ccccc2)sc2c1CCCC2,-1.6,12.6,-6.8,7.7,4.0,1.8,3.5,2.8,0.2[fluorescence artefact?]
Cc1ccc(SCC(=O)Nc2ccc(N3CCN(C)CC3)c(F)c2)c(C)c1,2.3,2.1,6.4,7.7,-49.3,4.4,-0.2,1.3,-1.3
CCOC(=O)CSc1nnc(CSc2nc(N)c3c(C)c(C)sc3n2)n1-c1ccccc1,-0.7,0.3,-8.2,7.5,27.3,-6.8,0.4,1.3,6.6
COC(=O)C1=CC(C(=O)c2cccs2)=NN(c2ccc(OC)cc2)C1C(=O)OC (configuration not stated),-1.8,-2.5,3.1,10.3,63.0*,16.9,4.2,2.7,-0.9
CC(=O)c1cccc(NC(=O)C2CCN(C(=O)c3ccc([N+](=O)[O-])cc3)CC2)c1,2.2,11.0,-17.3,4.6,-12.2,2.5,6.0,0.6,6.0
O=C(Oc1cccc(Br)c1)c1cccnc1,3.3,2.7,-2.5,9.5,-11.5,1.1,2.3,2.4,1.2[fluorescence artefact?]
O=C(Oc1cccc2ccccc12)c1ccncc1,0.2,-18.0,0.3,1.7,-5.3,-5.0,-4.6,-1.4,3.7
O=C(NCCCCc1ccccc1)C1CC(c2ccc([N+](=O)[O-])cc2)=NO1 (configuration not stated),7.8,-26.6,-24.6,14.5,-33.8,-16.9,-4.2,1.4,1.2
CC1CCN(C(=S)c2cn(Cc3ccc(F)cc3)c3ccccc23)CC1,3.7,-2.3,5.0,16.2,37.4,-14.6,0.9,2.2,-1.4

# Whole records, looked up by structure. Values in the order: NPY Y1 blocker | NPY1 pot ag | S1P4 antag | PGE2 EP2 inh | EP2 modulator | NPY2 pot ag | p97 ATPase inh | S1P4 ag | eIF4E-4G inh
# `CC(=O)c1c(-c2ccc(Cl)cc2Cl)noc1C` reads nt | -9.8 | -4.3 | 8.3 | 9.0 | -14.8 | -2.7 | 0.3 | 1.9
# `CCOc1cc(C(=O)OCC(=O)Nc2cccc(C)c2)ccc1OCC(=O)N1CCOCC1` reads 0.6 | -12.7 | -3.7 | 7.3 | 23.9 | 6.1 | -1.8 | 2.0 | 0.6
# `N#Cc1c(/N=C/C=C/c2ccccc2)sc2c1CCCC2` reads -1.6 | 12.6 | -6.8 | 7.7 | 4.0 | 1.8 | 3.5 | 2.8 | 0.2[fluorescence artefact?]

# (continued)
SMILES,NPY Y1 blocker,NPY1 pot ag,S1P4 antag,PGE2 EP2 inh,EP2 modulator,NPY2 pot ag,p97 ATPase inh,S1P4 ag,eIF4E-4G inh
CCOC(=O)N1CCN(C(=O)C2CC(=O)N(Cc3ccc(OC)cc3)C2)CC1 (configuration not stated),1.5,3.3,-19.0,2.0,-2.8,-0.4,3.1,0.0,-2.5
CCOC(=O)c1cc(-c2ccc(Cl)s2)nc2c1c(C)nn2C,3.3,-8.2,-10.2,41.6*,5.3,-0.2,2.6,0.6,nt
Cc1ccc(-c2csc(NC(=O)COC(=O)c3cccc(S(=O)(=O)N4CCOCC4)c3)n2)cc1,-0.4,12.7,-15.5,4.0,-4.4,-1.7,2.1,0.6,0.5
CC1CCc2c(sc(NC(=O)COC(=O)C3CCCO3)c2C#N)C1 (configuration not stated),2.5,-6.5,-13.5,2.7,-13.2,-7.5,-6.5,-2.2,-2.4
CCCCC1S/C(=N/N=C/c2ccc(OC)cc2)N(Cc2ccc(OC)cc2)C1=O (configuration not stated),1.1,-6.1,-29.7,4.6,1.3,-2.6,-3.4,0.2,1.8
CCn1c2ccc(OC)cc2c2nc3ccccc3nc21,2.3,-29.1,-23.9,4.8,56.3,-4.8,-3.5,-0.4,0.8
